Assay outcomes deposited in PubChem BioAssay by National Center for Advancing Translational Sciences (NCATS).
GCN5L2 inh: qHTS Assay for Inhibitors of GCN5L2; Potency, µM (doses to about 58.9 µM), inactives show at the top dose activity change, negative = inhibition, most hits filed as inhibitors; GCN5L2 HAT assay, ThioGlo1 CoA-SH fluorescence; Histone acetyltransferase KAT2A (Homo sapiens), Q92830; actives 0.21% (n = 390,000)
Target sequence (Q92830 whole entry, looked up): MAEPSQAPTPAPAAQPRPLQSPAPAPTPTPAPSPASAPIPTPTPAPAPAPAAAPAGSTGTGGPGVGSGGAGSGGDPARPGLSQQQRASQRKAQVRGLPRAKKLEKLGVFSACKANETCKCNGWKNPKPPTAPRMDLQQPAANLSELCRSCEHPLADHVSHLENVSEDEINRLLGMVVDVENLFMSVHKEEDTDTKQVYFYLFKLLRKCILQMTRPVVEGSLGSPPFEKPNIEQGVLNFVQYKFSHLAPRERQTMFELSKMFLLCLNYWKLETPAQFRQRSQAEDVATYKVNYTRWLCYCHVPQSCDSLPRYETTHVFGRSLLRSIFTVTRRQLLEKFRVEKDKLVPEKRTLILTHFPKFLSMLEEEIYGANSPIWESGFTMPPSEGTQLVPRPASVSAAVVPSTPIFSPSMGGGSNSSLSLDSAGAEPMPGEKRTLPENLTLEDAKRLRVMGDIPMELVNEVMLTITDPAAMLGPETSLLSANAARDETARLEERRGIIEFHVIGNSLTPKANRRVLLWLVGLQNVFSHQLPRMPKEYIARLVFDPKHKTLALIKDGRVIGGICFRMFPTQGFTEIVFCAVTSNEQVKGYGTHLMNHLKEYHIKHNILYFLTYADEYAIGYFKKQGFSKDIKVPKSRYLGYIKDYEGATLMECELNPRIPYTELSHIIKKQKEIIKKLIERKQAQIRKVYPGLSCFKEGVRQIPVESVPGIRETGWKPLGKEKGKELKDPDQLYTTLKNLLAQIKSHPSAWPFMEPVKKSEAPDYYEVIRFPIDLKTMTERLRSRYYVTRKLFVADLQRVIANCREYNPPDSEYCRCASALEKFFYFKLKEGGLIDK
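Titration-based screen in which CoA formation is detected via maleimide probe ThioGlo1 (50uM) turning fluorescent on thiol reaction; substrates H3(1-25) 75uM and acetyl-CoA 70uM, GCN5L2 20nM, 20 min incubation at room temperature.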
FEN1 inhibitor: qHTS Assay for the Inhibitors of Human Flap endonuclease 1 (FEN1); Potency, µM (highest dose often 114 µM), for inactives: at the top dose activity change, negative = inhibition, usual class: inhibitors; actives 0.35% (n = 390,000); P39748; AID 588795, 2011; Recombinant FEN1 flap cleavage, fluorescence, 15 min; also: nearly all actives have a fitted effect of over 65% in size
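Compounds are tested as a concentration series against 10 nM FEN1; after a 15 min room-temperature preincubation, 50 nM substrate starts cleavage, with plate reads at 0 and 15 min. Normalized responses are fitted by a Hill equation.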
N370S GC mod: qHTS Assay for Inhibitors and Activators of N370S glucocerebrosidase as a Potential Chaperone Treatment of Gaucher Disease; Lysosomal acid glucosylceramidase (Homo sapiens), P04062; Potency, µM (series often up to 59.4 µM), without a hit: at the top dose activity change, negative = inhibition, usual class: inhibitors; actives 0.092% (n = 330,000); N370S GC spleen homogenate, 4MU-glucoside fluorescence;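 also: 0% = full enzyme activity and -100% = no enzyme basal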
Numbers without * were called inactive; ? = inconclusive; . = not tested or not shown; [ ] = another dose, or the depositor's remark. Calls follow the shape of the dose curve; as a rule, active = well fitted curve in the direction sought with a large enough effect; inconclusive = small, poorly fitted or top-dose-only effect, or another doubt; inactive = no such curve, though single readings can be large; an effect the other way counts as inactive or inconclusive. Unless noted, % is scaled to controls: 0 for no effect and ±100 for the full control effect; potency is read from the fitted curve at half-maximal effect. These rows are one share of the data, so the mix of outcomes need not match the whole.

SMILES | GCN5L2 inh | FEN1 inhibitor | N370S GC mod
O=C(COC(=O)CCC(=O)c1cccs1)NCc1cccs1 | -1% | -2% | -7%
CCN(CC)P1(=O)OC(c2cc(OC)c(OC)c(OC)c2)=Nc2c1c(C)nn2-c1ccccc1 (stereo unspecified) | 1% | -16% | 5%
COc1ccc(N2C(=O)CSC23C(=O)N(CC(=O)NCCc2ccccc2)c2ccccc23)cc1 (stereo unspecified) | 20% | 7% | .
O=C(Oc1cccc(/C=N/NC(=O)c2ccccn2)c1)c1ccc([N+](=O)[O-])cc1 | -26% | 7% | -4%
CNc1nc2cccnc2s1 | 1% | 19% | -2%
CC1CC2(C)CC(C)C1(COC(=O)Nc1ccccc1)CO2 (stereo unspecified) | 2% | -4% | 2%
CC(Sc1nnnn1C)C(=O)Nc1ccc(Oc2ccccc2)cc1 (stereo unspecified) | -7% | -11% | -3%
C=CCn1c(SCC(=O)N2CCc3ccccc3C2)nc2sc(CC)cc2c1=O | -8% | -7% | 26%
O=c1c2sccc2[nH]c(=S)n1-c1ccccc1 | -19% | 1% | 3%
CCN(c1ccccc1)S(=O)(=O)c1ccc(C(=O)Nc2ccncc2)cc1 | -11% | 2% | -6%
O=C(Nc1ccc(NC(=O)c2ccccc2Cl)nc1)c1ccncc1 | -5% | 1% | -21%
COC(=O)c1cc(S(=O)(=O)NCC2CCN(CCc3ccc(OC)cc3)CC2)c[nH]1 | -12% | 0% | -1%
Cc1cccc[n+]1CC(=O)N1c2ccccc2Sc2ccccc21 | 12% | -4% | -3%
Cc1cc(C(=O)CN2C(=O)C(=O)N(C3CCCC3)C2=O)c(C)n1CCc1ccccc1 | -9% | -1% | 2%
CCN(CC)S(=O)(=O)c1ccc(N2CCCC2)c(NC(=O)CC(C)(C)C)c1 | -2% | -4% | 25%
O=C(O)c1ccc(CNC(=O)c2ccc(Br)o2)cc1 | 0% | 0% | 8%
CC(C)(O)C#Cc1ccc(C(=O)N2CCN(c3ccc([N+](=O)[O-])cc3)CC2)cc1 | -6% | 6% | -30%
CC(C)NC(=S)N1CCCN(c2ncccc2[N+](=O)[O-])CC1 | -2% | 6% | -8%
c1coc(CNc2nc3ccccc3s2)c1 | -10% | 37%[activator] | 7%
CC(=O)N/C(=C\c1ccccc1)C(=O)OCc1ccc(C)cc1 | -1% | -6% | 0%

Record cards, as listed above. Values in the order: GCN5L2 inh	FEN1 inhibitor	N370S GC mod
c1coc(CNc2nc3ccccc3s2)c1 is entered as -10%	37%[activator]	7%
CCN(CC)S(=O)(=O)c1ccc(N2CCCC2)c(NC(=O)CC(C)(C)C)c1 is entered as -2%	-4%	25%

Going on with the list:
SMILES | GCN5L2 inh | FEN1 inhibitor | N370S GC mod
CCOc1ccccc1C(=O)Nc1ccsc1C(=O)OC | -9% | -2% | 22%
C=CCn1c(C)cc(C(=O)CSc2nnc(NC(C)C)s2)c1C | -3% | 1% | -29%
CCCc1ccc(C(=O)COC(=O)CN2C(=O)NC3(CCCCC3C)C2=O)cc1 (stereo unspecified) | -18% | 0% | .
CCOc1ccc2nc(Cl)c(CN(C(=O)c3cnccn3)C3CCCC3)cc2c1 | -10% | -9% | 17%
COc1ccc2sc(NC(C)=O)nc2c1 | -20% | -11% | -3%
S=C(NCC1(c2ccccc2)CCCC1)Nc1ccccc1 | 4% | -25% | -1%
Cc1cccc(OCc2nnc(SCC(=O)N(c3ccccc3)C3CCS(=O)(=O)C3)o2)c1 (stereo unspecified) | -10% | -16% | .
COc1ccc(C(C)=O)cc1CSc1ccc2c(c1)OCCO2 | -7% | -23% | 8%
c1ccn2c(SCc3ccc4c(c3)OCO4)nnc2c1 | -12% | 1% | 0%
Cn1c(=O)c2c(c3ccccc31)OC(=O)CC2c1ccc(C(F)(F)F)cc1 (stereo unspecified) | -4% | -5% | .
O=c1[nH]c(C2CCN(S(=O)(=O)Cc3ccccc3)CC2)nc2c1nnn2Cc1cccc(Cl)c1 | -3% | 11% | -21%
O=S(=O)(NCC1CCCO1)c1ccc(Cl)cc1 (stereo unspecified) | -15% | 0% | -10%
O=C(NCc1ccccc1)c1ccc2c(c1)C(=O)N(Cc1cccnc1)C2=O | 0% | -6% | -9%
CCNC(=O)c1nc[nH]c1C(=O)NCC | -3% | -7% | 5%[2.35 µM]
CC(Sc1nnnn1C)C(=O)Nc1ccc2c(c1)OCCO2 (stereo unspecified) | 0% | 6% | 6%
Cc1cc(F)ccc1S(=O)(=O)N1CCCOC1CNC(=O)C(=O)NCc1cccnc1 (stereo unspecified) | 1% | 6% | 0%
COc1ccc(/C=N/N2CCN(C3c4ccccc4-c4ccccc43)CC2)cc1O | -11% | -22% | -14%
COC(=O)C1CC1[C@H](NC(=O)c1cccnc1)c1ccccc1 (stereo partly specified) | . | -11% | 1%
O=C(CCN1CCOCC1)c1ccccc1 | 0% | -3% | 0%
Cc1cc(=O)[nH]c(SCc2cc(Cl)ccc2OC(F)F)n1 | -6% | -10% | 5%
CCC(C)NCCOCCOc1ccc(Br)cc1C (stereo unspecified) | 0% | -6% | 21%
Cc1cc(C)n(-c2ccc(C(=O)Oc3ccc4c(c3)OCO4)cc2)n1 | -2% | -4% | -7%
Cc1ccc(OC(C)C(=O)NCC2(N3CCOCC3)CCCCC2)cc1C (stereo unspecified) | -6% | 12% | .
C=CCNC(=O)C12CC3(C)CC(C)(CC(C)(C3)C1)C2 | -5%[0.501 µM] | -4% | 3%
Cc1ccc(S(=O)(=O)NC(=NC2CCCCC2)c2ccccc2)cc1 | 1% | -18% | -16%
Cc1ccc(S(=O)(=O)N2[C@@H](c3ccc(Cl)c(Cl)c3)C(C(=O)O)=C[C@H]2CC2CCCC2)cc1 | ? | -29% | .
Cc1nn(-c2ccccc2)c(Oc2ccc(F)cc2)c1/C=N/n1cnnc1 | -7% | -11% | -17%
COc1ccccc1CNC(=O)CCCC(=O)n1nc(C)c2ccccc21 | -3% | -17% | -13%
O=C(NCCOc1ccc(Cl)cc1)C1CCCCC1 | -7% | -3% | 0%
O=C1NC(=O)/C(=C/c2ccc(-c3cc(C(=O)O)ccc3Cl)o2)S1 | -12% | 20µM* | -12%
N#CCC(=O)Nc1ccc(C(=O)OCC(=O)N(C2CCCCC2)C2CCCCC2)cc1 | -4% | -20% | 2%
CCOC(=O)c1cnc(N2CCN(C(=O)OCC)CC2)[nH]c1=O | -5% | -7% | -7%
CCOC(=O)C(C(=O)NCCCN1CCOCC1)C1CCCCC1 (stereo unspecified) | 0% | 0% | 7%
O=c1[nH][nH]c(C(F)(F)F)c1C=NCc1ccc(Cl)cc1 | 1% | 2% | 10%
Cc1onc(-c2ccccc2Cl)c1C(=O)N1CCN(c2nc3ccccc3s2)CC1 | -12% | -11% | 17%
Cc1cc(C)cc(-n2c(C)cc(C=C(C#N)C#N)c2C)c1 | 65%[activator] | -6% | 2%
O=C(N/N=C/c1ccc(OC(=O)c2cccs2)cc1)c1ccccn1 | -28% | 5% | -2%
COC(=O)CCCNC(=O)c1ccc(OC2CCN(CCc3ccccc3)CC2)cc1 | -5% | -4% | -19%
COc1ccc(CC(=O)Nc2c3c(nn2-c2cccc(C)c2C)CS(=O)C3)cc1 (stereo unspecified) | -4% | 6% | 8%
CCOC(=O)Cc1ccc(NC(=O)NCc2ccc3c(c2)CCN3C(=O)CC)cc1 | -3% | -3% | .
O=C1OCC(Cn2c3ccccc3c3ccccc32)O1 (stereo unspecified) | 0% | -18% | -7%
CN(/C(=N/S(=O)(=O)c1cccs1)c1ccccc1)c1ccccc1 | 38% | -2% | 3%
CCOC(=O)N1CCN(Cc2cc(=O)oc3ccc(Cl)cc23)CC1 | -8% | -10% | 6%
Cc1ccc(NC(=O)N2CCCCCC2)c(C)c1 | -7% | 11% | 2%
CN(C1CCCCC1)S(=O)(=O)c1cccc(C(=O)OCC(=O)NC2CCCc3ccccc32)c1 (stereo unspecified) | -5% | -8% | 14%
COc1cc2c(=O)n(CCCN3CCOCC3)c(=S)[nH]c2c(OC)c1OC | -3% | -3% | -4%
COc1cc2c(cc1OC)C(C(=O)Nc1ccc3c(c1)OCCO3)C(c1cccnc1)N(C)C2=O (stereo unspecified) | -14% | 1% | 22%
O=C(Nc1ccc(Cl)cn1)C1C(c2ccccc2)C1(Cl)Cl (stereo unspecified) | -5% | 9% | 20%
COc1ccc(NC(=O)CN(C)C(=O)/C=C/c2ccc(S(=O)(=O)N3CCCCCC3)cc2)cc1 | 3% | -4% | 1%
CCCCN(CCCNC(=O)CN1N=C(c2ccccc2)CCC1=O)c1ccccc1 | -3% | -24% | .

Given with two lines to a compound: part of the list above
Fields: GCN5L2 inh | FEN1 inhibitor | N370S GC mod
- O=C(COC(=O)CCC(=O)c1cccs1)NCc1cccs1
  -1% | -2% | -7%
- CCN(CC)P1(=O)OC(c2cc(OC)c(OC)c(OC)c2)=Nc2c1c(C)nn2-c1ccccc1 (stereo unspecified)
  1% | -16% | 5%
- COc1ccc(N2C(=O)CSC23C(=O)N(CC(=O)NCCc2ccccc2)c2ccccc23)cc1 (stereo unspecified)
  20% | 7% | .
- O=C(Oc1cccc(/C=N/NC(=O)c2ccccn2)c1)c1ccc([N+](=O)[O-])cc1
  -26% | 7% | -4%
- CNc1nc2cccnc2s1
  1% | 19% | -2%
- CC1CC2(C)CC(C)C1(COC(=O)Nc1ccccc1)CO2 (stereo unspecified)
  2% | -4% | 2%
- CC(Sc1nnnn1C)C(=O)Nc1ccc(Oc2ccccc2)cc1 (stereo unspecified)
  -7% | -11% | -3%
- C=CCn1c(SCC(=O)N2CCc3ccccc3C2)nc2sc(CC)cc2c1=O
  -8% | -7% | 26%
- O=c1c2sccc2[nH]c(=S)n1-c1ccccc1
  -19% | 1% | 3%
- CCN(c1ccccc1)S(=O)(=O)c1ccc(C(=O)Nc2ccncc2)cc1
  -11% | 2% | -6%
- O=C(Nc1ccc(NC(=O)c2ccccc2Cl)nc1)c1ccncc1
  -5% | 1% | -21%
- COC(=O)c1cc(S(=O)(=O)NCC2CCN(CCc3ccc(OC)cc3)CC2)c[nH]1
  -12% | 0% | -1%
- Cc1cccc[n+]1CC(=O)N1c2ccccc2Sc2ccccc21
  12% | -4% | -3%
- Cc1cc(C(=O)CN2C(=O)C(=O)N(C3CCCC3)C2=O)c(C)n1CCc1ccccc1
  -9% | -1% | 2%

Further compounds.
SMILES | GCN5L2 inh | FEN1 inhibitor | N370S GC mod
COc1ccc(C(C(=O)NC2CCCCC2)N(C(=O)c2ccccn2)c2cccnc2)cc1 (stereo unspecified) | -7% | -1% | 7%
Cc1ccnc(NC(=O)COC(=O)c2ccc(F)cc2F)n1 | -6% | 16% | 10%
CC(C)C(C(=O)NC1=NCCS1)c1ccc(Cl)cc1 (stereo unspecified) | -10% | 1% | 5%
COc1cc(OC)cc(C(=O)OCC(=O)c2ccc(S(=O)(=O)N3CCCCC3)cc2)c1 | 0% | 1% | .
COc1ccc(C(c2nnnn2Cc2cccs2)N2CCN(c3ccccc3)CC2)cc1OC (stereo unspecified) | -3% | -17% | 4%
O=C(NCCN1C(=O)S/C(=C\c2ccc(Cl)c([N+](=O)[O-])c2)C1=O)C1=COCCO1 | -1% | -2% | -6%
Nc1ccccc1Sc1cc(Cl)nnc1Cl | -5% | -20% | 26%
O=c1c2ccccc2nc2n1CCCN2 | 2% | 2% | -4%
COc1nccnc1NS(=O)(=O)c1ccc(NC(=S)NC(=O)c2cccc(F)c2)cc1 | 0% | 1% | -10%
CCn1c(=O)cc(SCC(=O)NCCC2=CCCCC2)c2ccccc21 | -3% | -10% | 5%
COc1ccccc1N1CCN(C(=O)c2cccc(S(=O)(=O)NCc3cccnc3)c2)CC1 | -2% | 2% | .
CC(C)CC(=O)Nc1ccc([N+](=O)[O-])cc1Cl | -4% | 18% | -17%
Cc1ccc(C)c(NC(=O)Cn2ncc3c([nH]c4ccccc43)c2=O)c1 | -6% | 19% | .
O=C(CCNS(=O)(=O)c1cccc2nsnc12)N1CC(=O)N(CCc2ccccc2)C(=O)C1 | -2% | -1% | -1%
COC(=O)c1ccc(COC(=O)c2ccc(-n3cnnn3)cc2)o1 | -3% | 14% | -15%
Cc1cc(F)ccc1NC1(c2ccccc2)C(=O)c2ccccc2C1=O | 1% | -10% | .
Cc1ccc(C)c(NC(=O)CN2C(=O)CNC2=O)c1 | -18% | -4% | 1%
O=C(COC(=O)c1ccc(-n2cnnn2)cc1)Nc1cc(Cl)ccc1F | -10% | -22% | .
COc1ccc(C2c3ccc(O)cc3Oc3ncn4nc(-c5ccncc5)nc4c32)cc1OC (stereo unspecified) | 0% | -12% | 0%
CC(C)[C@H](NC(=O)OCc1ccccc1)C(=O)OCc1ccccc1 | -5% | -21% | 13%
CCN1CCN(C(=O)CN(c2ccc(C)cc2)S(C)(=O)=O)CC1 | . | 0% | 3%
O=C(Cn1nnc2ccccc2c1=O)Nc1ccc(S(=O)(=O)N2CCOCC2)cc1 | -8% | -3% | 2%
O=C(c1cc(S(=O)(=O)N2CCOCC2)c(Cl)cc1Cl)N1CCN(S(=O)(=O)c2cccc(F)c2)CC1 | -1% | -2% | .
C=CCOc1c(Br)cc(CNn2nnnc2N)cc1OC | -1% | 6% | 3%
